TAAR1 antagonist: antagonists of human TAAR1. AID 624466. inhibition, % at 3 µM. 360,000 compounds, 1.5% hits. CHO RD-HGA16 TAAR1, Fluo-8 calcium fluorescence, antagonist. Q96RJ0;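 active = inhibition above a per-plate cutoff, the mean inhibition of test compounds on that plate plus 3 SD, cut at about 49% in these data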;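 note: 0% = DMSO plus EC80 beta-PEA response and 100% = DMSO alone without agonist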
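Test system: CHO RD-HGA16 cells bearing hTAAR1 | Reagent: β-PEA, EC80 | Compound dosing: 3 µM, single point | Schedule: Dye loading 75 min at 37 °C, then 30 min room temperature | Signal: Calcium fluorescence with Fluo-8 | Evaluation: Percent inhibition of PEA-evoked calcium signal, max/basal emission ratio | Control set: DMSO-only wells and EC80 β-PEA-stimulated wells | Repeats: Singlicate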
CHO-K1 Ca ag: nonselective activator or artifact in parental CHO-K1 cells. activation, % at 3 µM. Fluo-8 calcium fluorescence; scaled to maximal ATP response, vehicle zero. 360,000 compounds, 0.48% hits. AID 602248; in the data active = activation above about 15%;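 note: untransfected CHO-K1 host cells lacking M1 receptor as counterscreen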
M1 ag: human M1 muscarinic receptor agonism; CHO-K1 hM1, Fluo-8 calcium fluorescence, agonist mode; 0% DMSO, 100% acetylcholine EC100; P11229; 360,000 compounds, 0.33% hits; activation, % at 3 µM;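 active = activation above the run's mean compound activation plus 3 SD, cut at about 16% in these data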;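 note: peak over basal fluorescence ratio within a 140 s kinetic read after compound addition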
TAAR1 ag: agonists of human TAAR1; activation, % at 3 µM; CHO RD-HGA16 TAAR1, Fluo-8 calcium fluorescence; vehicle wells 0%, saturating PEA agonist 100%; 360,000 compounds, 0.99% hits; Q96RJ0;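 active = activation above the mean activation of all test compounds in the run plus 3 SD, cut at about 38% in these data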
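Test system: RD-HGA16 (CHO) cells co-expressing Gα16 and hTAAR1 / Benchmarks: DMSO vehicle as 0%, PEA at EC100 as 100% / Repeats: no replicates (n 1) / Measure: % activation from peak over basal fluorescence ratio, DMSO-to-PEA scaled / Timing: 17-24 h plating, Fluo-8 75 min 37 °C, 30 min RT / Technique: kinetic Fluo-8 calcium fluorescence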
M1 PAM parental: counter-screen for M1 PAMs: effect in parental CHO-K1 cells; ATP EC20, Fluo-8 calcium fluorescence; 0% at ATP EC20, 100% at ATP max; 360,000 compounds, 0.02% hits; activation, % at 3 µM; AID 602247;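 active = activation above the run cutoff, the mean activation of all test compounds plus 3 SD, cut at about 40% in these data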;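 note: peak over basal fluorescence ratio in a 140 s read after ATP addition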
CHO-K1 Ca antag: counter-screen for M1 antagonists: effect in parental CHO-K1 cells; 360,000 compounds, 0.6% hits; AID 602250; inhibition, % at 3 µM; ATP-induced calcium, Fluo-8 fluorescence;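 active = inhibition above a per-plate cutoff, the plate's mean sample inhibition plus 3 SD, cut at about 24% in these data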;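 note: 0% = DMSO plus EC80 ATP and 100% = DMSO alone without ATP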
CHO parental Ca: signal in parental CHO cells, OX1R antagonist counter-screen; 330,000 compounds, 0.63% hits; parental CHO-K1, ATP-induced calcium, Fluo-8 fluorescence; inhibition, % at 5.6 µM;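 active = inhibition above that plate's mean sample inhibition plus 3 SD, cut at about 26% in these data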;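 note: 0% = ATP-challenged DMSO wells and 100% = DMSO wells without ATP; some compounds past the cut are filed as inactive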
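test system = CHO parental line | reagent = ATP stimulus | measured by = intracellular calcium via Fluo-8 no-wash fluorescent dye | control set = ATP and no-ATP DMSO wells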
OXTR potentiator: human OXTR potentiation; P30559; CHO-OTR cells, Fluo-8 calcium fluorescence, potentiator mode; 0% = oxytocin EC15, 100% = EC100; activation, % at 3 µM; 320,000 compounds, 0.061% hits; AID 2445;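 active = activation above that plate's cutoff, the mean activation of tested compounds plus 3 SD, cut at about 6.6% in these data, passing the limit was not always enough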;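 note: 100% uses oxytocin at 75 nM as the full agonist control; some results filed as inactive read as strong as hits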
Target sequence (P30559 whole entry, looked up): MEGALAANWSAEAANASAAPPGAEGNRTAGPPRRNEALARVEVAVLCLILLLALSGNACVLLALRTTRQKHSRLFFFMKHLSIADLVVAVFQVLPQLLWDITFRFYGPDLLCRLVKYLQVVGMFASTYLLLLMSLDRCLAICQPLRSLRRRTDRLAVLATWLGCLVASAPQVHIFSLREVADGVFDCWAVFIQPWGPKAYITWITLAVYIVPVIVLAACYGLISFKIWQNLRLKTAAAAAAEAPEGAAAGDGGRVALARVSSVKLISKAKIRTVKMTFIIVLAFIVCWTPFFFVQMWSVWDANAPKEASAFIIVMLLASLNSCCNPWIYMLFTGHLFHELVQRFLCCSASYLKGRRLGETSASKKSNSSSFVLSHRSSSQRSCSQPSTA
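System: human OTR in CHO cells; Also added: sub-maximal oxytocin, roughly EC15; Timing: compound 6 min at room temperature before oxytocin, 100 s read; Technique: Fluo-8 intracellular calcium fluorescence, ex 470-495, em 515-575 nm; Controls: oxytocin EC15 low and EC100 high; Replication: singlicate.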
V1aR counter: activates human V1a receptor in oxytocin agonist counter-screen; CHO-V1R cells, Fluo-8 calcium fluorescence, agonist mode; 0% DMSO, 100% 3 nM vasopressin; 320,000 compounds, 0.25% hits; activation, % at 3 µM;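 active = activation above the mean activation of all tested compounds plus 3 SD, per screening run, cut at about 20% in these data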;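 note: signal is peak over basal fluorescence ratio across a 100 second FLIPR read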
Target sequence (P37288 whole entry, looked up): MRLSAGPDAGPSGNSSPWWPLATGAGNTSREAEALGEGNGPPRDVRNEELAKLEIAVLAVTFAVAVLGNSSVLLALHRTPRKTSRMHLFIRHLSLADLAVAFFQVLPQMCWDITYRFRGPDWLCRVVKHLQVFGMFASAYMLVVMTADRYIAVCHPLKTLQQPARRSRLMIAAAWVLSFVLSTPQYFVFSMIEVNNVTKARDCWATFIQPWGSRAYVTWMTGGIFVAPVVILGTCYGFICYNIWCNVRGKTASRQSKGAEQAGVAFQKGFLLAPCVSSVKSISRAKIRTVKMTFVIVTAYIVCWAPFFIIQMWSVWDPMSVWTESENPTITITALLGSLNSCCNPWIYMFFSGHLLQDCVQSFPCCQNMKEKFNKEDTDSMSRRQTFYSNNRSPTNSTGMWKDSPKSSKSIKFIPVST
The depositor's hits bear a star; x = no result given. The order is random; about 3.3% have a hit in one of these screens.

SMILES	TAAR1 antagonist	CHO-K1 Ca ag	M1 ag	TAAR1 ag	M1 PAM parental	CHO-K1 Ca antag	CHO parental Ca	OXTR potentiator	V1aR counter
Cc1nn(-c2ccccc2)c(C)c1NC(=O)COc1ccc(Br)cc1Cl	12	5.8	-2	10	-1	3	-8	-12	7.5
COc1ccc(-c2c(Sc3ccccc3)c3cc(-c4ccc(OC)c(F)c4)ccc3n2C)cc1	10	0.1	x	1	3	-5	x	x	x
Cc1cc(C(=O)Cn2nc(C(=O)O)c3ccccc3c2=O)c(C)n1CC(F)(F)F	-4	2.9	-5	0	10	-11	-17	-7	2.0
O=C(NCC1CCCO1)c1ccc(N2CCCCC2)c([N+](=O)[O-])c1 (configuration not stated)	-15	2.7	-6	0	20	-11	-2	-4	-1.0
CC(=O)Nc1cccc(NC(=O)c2ccc(Br)cc2)c1	6	1.5	-4	3	13	-6	-12	2	-0.9
CCCCn1c(N)c(N(CCOC)C(=O)COC(=O)COc2cc(C)c(Cl)cc2C(C)C)c(=O)[nH]c1=O	3	-0.1	-7	3	8	-4	-33	-1	0.5
COc1cc(O)c2c(=O)c3c(OC)c(O)ccc3oc2c1	-5	0.7	-9	0	13	-12	-13	-7	-0.9
CC1(C2(O)CCCCC2)NCCc2ccccc21 (configuration not stated)	-22	0.4	-3	24	-3	6	x	x	x
Cc1nnc(SCC(=O)Nc2nccs2)o1	-37	0.7	-2	3	-10	6	-4	-7	0.1
CCCCN(C(=O)CCC(=O)Nc1cc(C)on1)C(C(=O)NC(C)(C)C)c1ccccc1Cl (configuration not stated)	-5	-0.5	-3	-1	3	-8	-22	3	-0.7
Cc1cc(C)c(OCC(=O)N(Cc2cccs2)C2CCS(=O)(=O)C2)c(C)c1 (configuration not stated)	-6	3.0	-5	1	26	-12	-23	-8	1.7
CC(=O)NC1C(=O)N=C(SCC(=O)Nc2cccc(Cl)c2)NC1=O (configuration not stated)	-16	0.9	-2	-1	8	-7	4	-1	0.5
COc1cc2c3c(c1OC)C1(C=CC(=O)C=C1)CC3N(C(=O)c1ccccc1)CC2 (configuration not stated)	12	0.9	-5	9	12	-6	-14	-1	-0.8
c1ccc(-c2ccnc3nc(N4CCN(c5ccccc5)CC4)nn23)cc1	8	1.2	-6	13	15	-6	-26	-6	-1.4
O=C(O)c1cccc(OCc2ccccc2Cl)c1	-2	0.4	-6	9	-1	-7	-1	-7	2.0

Brought forward from above: 2 entries; new compounds follow.
SMILES	TAAR1 antagonist	CHO-K1 Ca ag	M1 ag	TAAR1 ag	M1 PAM parental	CHO-K1 Ca antag	CHO parental Ca	OXTR potentiator	V1aR counter
c1ccc(-c2ccnc3nc(N4CCN(c5ccccc5)CC4)nn23)cc1	8	1.2	-6	13	15	-6	-26	-6	-1.4
O=C(O)c1cccc(OCc2ccccc2Cl)c1	-2	0.4	-6	9	-1	-7	-1	-7	2.0
Cc1ccc(-n2ncc3c(SCc4cccc(C)c4)ncnc32)cc1	-6	2.6	-7	2	22	-18	-7	2	0.5
C=CCn1c(CSc2nc3ccccc3s2)n[nH]c1=S	-2	1.5	-4	10	16	-17	-8	-7	2.5
CCOC(=O)CSc1nnc(NC(=O)c2cccc(S(=O)(=O)N3CCCCCC3)c2)s1	4	6.8	-3	0	13	-2	-5	-3	-0.5
CCCC(=O)NC(C)c1nc2ccccc2n1C (configuration not stated)	3	0.3	-2	1	8	3	-6	-1	-0.1
O=C(Nc1nnc(COc2ccccc2)s1)Nc1ccccc1F	10	1.7	2	0	-1	3	3	-6	0.1
CCn1c(SCc2ccc(C(=O)OC)o2)nnc1-c1c[nH]c2ccccc12	12	1.9	-4	2	16	-7	-14	-8	1.9
O=C(CNC(=S)N(Cc1ccccc1Cl)C1CCCC1)NCCN1CCOCC1	-13	0.6	-1	3	15	-18	-5	-2	0.8
COc1ccc(-c2ccc3[nH]c4c(c3c2)CCN2C[C@@H]([C@H](C)O)[C@@H](N(C)C(=O)Nc3cc(Cl)cc(Cl)c3)C[C@@H]42)cc1	27	2.0	-1	10	12	-7	x	x	x
O=C(COc1ccccc1Cl)NCCNC(=O)c1cnccn1	7	0.1	0	-2	-6	8	-3	-6	-0.1
COCc1cc(C)nc(SCc2ccccc2)c1C#N	-20	0.2	-5	8	15	-15	-10	3	0.0
CCn1c(=O)c(C(=O)CN2CCOCC2)c(N)n(Cc2ccccc2)c1=O	11	0.4	-4	3	13	-5	2	-10	-0.2
CC(C)CC(O)C1CCN(C(=O)CCc2nnc(-c3ccccc3)o2)CC1 (configuration not stated)	3	0.3	-4	1	13	-18	5	3	-0.3
C=CCNc1oc(C2CCCC2)nc1C#N	13	1.6	1	2	27	-17	3	-5	0.0
Cc1cc(F)ccc1-c1cc(C(=O)N2CCN(c3ccncc3)CC2)[nH]n1	-28	0.0	-9	2	-12	7	x	x	x
COCCN(C(=O)c1ccccc1F)c1nc(-c2ccc(OC)cc2)cs1	15	0.5	-4	5	-12	5	x	x	x
Cc1cc(/C=N/NC(=O)COc2cccc3cccnc23)c(C)n1-c1ccc(O)cc1	-12	0.3	-2	5	1	-6	6	-7	1.2
CS(=O)(=O)N(CC(=O)Nc1ccc2c(c1)OCCO2)Cc1ccc(Cl)cc1	4	1.7	-1	4	17	-4	-19	-17	3.8
COC(=O)c1cccc(N(CC(=O)NC2CCCCC2)C(=O)CNC(=O)c2cccs2)c1	-12	1.1	-5	1	20	-11	-14	-1	0.2
CCOc1ccccc1/C=c1\sc2ncnn2c1=O	11	2.4	-4	1	10	-4	12	-2	1.0
CCc1nnc(NC(=O)CCN(c2ccc(C)cc2)S(=O)(=O)c2ccccc2)s1	-31	-0.6	-9	-1	15	0	-9	-1	-0.6
OC(c1ccc(F)cc1)c1nc(-c2ccncc2)cs1 (configuration not stated)	-7	8.2	3	3	-2	10	x	x	x
Cc1cc(C(F)(F)F)nn1Cc1n[nH]c(=S)n1-c1ccc(F)cc1	-4	0.3	-5	0	20	-3	-8	-2	1.0
CCN(CC)c1ccc(C(=O)N/N=C(\C)c2cccnc2)cc1	1	3.4	-5	0	2	-7	-5	0	-0.6
CCOC(=O)C1=C(C)Nc2ncnn2C1c1cccs1 (configuration not stated)	-11	-0.1	-2	6	7	0	-2	1	0.5
O=C(/C=C/c1ccco1)N(Cc1ccccc1)C1CCS(=O)(=O)C1 (configuration not stated)	-2	1.0	-1	0	4	-12	-7	6	1.1
COc1cc(C(C#N)N2CCCCC2)ccc1O (configuration not stated)	-2	0.0	-1	0	14	-3	1	-3	0.8
Cc1cc(OC(=O)c2cc(Cl)nc3ccccc23)ccc1Cl	3	-0.1	-3	3	15	-4	-9	-13	-0.4
O=C(O)COc1ccccc1/C=N/NC(=O)c1cc2ccccc2cc1O	-21	0.1	-3	0	-12	-2	-9	1	2.3
CC1CCCN(C(=O)C2CCN(CC3CC=CCC3)CC2)C1 (configuration not stated)	6	0.2	-6	0	2	6	-5	-1	1.0
COC(=O)[C@H](CC(C)C)NC(=O)CC[C@H]1O[C@@H](n2ccc(=O)[nH]c2=O)[C@H](O)[C@@H]1O	-18	0.2	-3	2	2	-20	x	x	x
CN(C(=O)CN1C(=O)S/C(=C\c2ccc(F)cc2)C1=O)C1CCS(=O)(=O)C1 (configuration not stated)	-11	0.9	-13	2	-8	-5	-5	-12	0.2
Cc1ccc(Oc2ccc3c(c2)C(=O)N(c2ccc(S(=O)(=O)Nc4nccs4)cc2)C3=O)cc1	18	0.3	-4	10	11	-8	3	-5	0.3
COc1ccc(S(=O)(=O)N2CCN(C(=O)NC3CCCCC3)CC2)cc1OC	4	0.2	-7	2	7	-14	-13	-2	3.4
C#CC1CCCCC1NC(=O)Nc1cnccc1C(F)(F)F (configuration not stated)	-14	0.1	-2	0	14	-15	-10	2	0.2
Cc1cc(C)cc(NC(=O)CSc2nnc(-c3ccccc3)n2N)c1	-20	0.1	-5	-2	-3	-2	-13	-16	-0.8
O=C1C2C(C(=O)N1c1ccncc1)C1C=CC2C12CC2 (configuration not stated)	6	-0.5	-3	0	-9	24	-6	-8	0.1
COc1cc(NC(=O)COc2cc(C)cc3oc(=O)c(C)c(C)c23)cc(OC)c1OC	-13	-0.7	-2	0	6	-8	-14	0	1.0
Cc1cc(NC(=O)CSc2nccn2-c2cccc(F)c2)no1	-12	-0.4	0	1	-1	-2	-1	-7	-0.1
CCCCNC(=O)OC1CC2CC1[C@H]1CCCCN1C2=O (some centres not stated)	-1	0.1	x	1	-1	-16	x	x	x
COc1ccc(C(C)NC(=S)NC2CCCC2)cc1OC (configuration not stated)	4	1.2	-2	4	24	-8	-3	-3	1.8
O=C(CCC1CCCCC1)Nc1c2c(nn1-c1ccc(F)cc1)CS(=O)C2 (configuration not stated)	0	0.3	-1	4	22	-9	-8	-8	0.1
COC(=O)c1sc(NC(=O)CSc2nncs2)c(C(=O)OC)c1C	5	1.2	-4	8	26	-15	-4	-19	0.4
NC(=O)CC(c1ccccc1)c1ccco1 (configuration not stated)	2	0.2	-2	1	-16	8	-11	10	-0.6
O=C(COC(=O)c1ccccc1NC(=O)c1ccco1)Nc1ccc2c(c1)OC(F)(F)O2	13	0.1	-3	10	15	-8	-11	0	0.2
COC(=O)c1cc(NC(=O)Nc2ccccc2)ccc1Cl	54*	16*	3	26	1	12	49*	-13	13
NC(=O)c1nsc(C(=O)N(CC(=O)NC2CCCCC2)c2ccc(Cl)cc2)c1N	3	0.4	0	0	-13	-5	-3	-9	-0.4
CC(=O)c1c(C)[nH]c(C(=O)OCc2ccc(Br)cc2)c1C	21	6.2	-7	9	7	5	16	-30	5.8
O=C(NNc1nc2cc3c(cc2s1)OCO3)c1ccccc1	11	1.9	0	0	24	-9	3	-5	0.7

Sorted by length of the SMILES (lowest first): some entries from above.
SMILES	TAAR1 antagonist	CHO-K1 Ca ag	M1 ag	TAAR1 ag	M1 PAM parental	CHO-K1 Ca antag	CHO parental Ca	OXTR potentiator	V1aR counter
CCOC(=O)C1=C(C)Nc2ncnn2C1c1cccs1 (configuration not stated)	-11	-0.1	-2	6	7	0	-2	1	0.5
COCCN(C(=O)c1ccccc1F)c1nc(-c2ccc(OC)cc2)cs1	15	0.5	-4	5	-12	5	x	x	x
CN(C(=O)CN1C(=O)S/C(=C\c2ccc(F)cc2)C1=O)C1CCS(=O)(=O)C1 (configuration not stated)	-11	0.9	-13	2	-8	-5	-5	-12	0.2

Assay outcomes (PubChem BioAssay)
